Screening results as filed in PubChem.
S1P4 antagonist: antagonists of human S1P4 receptor | O95977 | S1P4-expressing cells, antagonist mode, reporter read-out | inhibition, % at 4.98 µM | 220,000 tested, 0.26% active | AID 1510; in the data active = inhibition above about 29%;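 note: 0% = wells stimulated with agonist and 100% = vehicle wells without agonist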
Target sequence (O95977 whole entry, looked up): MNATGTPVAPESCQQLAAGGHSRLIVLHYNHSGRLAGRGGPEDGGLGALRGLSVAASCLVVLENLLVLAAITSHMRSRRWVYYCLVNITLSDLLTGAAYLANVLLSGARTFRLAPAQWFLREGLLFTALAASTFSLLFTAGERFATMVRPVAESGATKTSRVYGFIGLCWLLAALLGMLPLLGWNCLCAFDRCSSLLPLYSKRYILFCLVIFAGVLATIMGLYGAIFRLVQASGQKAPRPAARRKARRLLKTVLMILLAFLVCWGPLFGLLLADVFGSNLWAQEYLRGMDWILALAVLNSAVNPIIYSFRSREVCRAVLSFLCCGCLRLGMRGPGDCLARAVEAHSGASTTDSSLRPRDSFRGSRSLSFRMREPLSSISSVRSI
EP2 modulator: modulates human prostaglandin E2 receptor EP2 signaling. EP2-expressing cells, cAMP HTRF FRET, PGE2 co-stimulation. 260,000 tested, 0.83% active. induction, % at 25 µM. P43116;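 active = compounds whose cAMP rise, as percent of the full-agonist control response, exceeds 60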;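 note: rat C6 glioma line stably carrying human EP2 under a CMV promoter; the protocol text gives 20 µM as final concentration; 100% = response of wells given 1 µM PGE2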
NPY-Y1 antag: NPY-Y1 (human) receptor antagonism; 200,000 tested, 1% active; HEK293-CNG Y1 cells, membrane potential fluorescence; NPY at EC95, then isoproterenol; P25929; inhibition, % at 3.6 µM;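 active = inhibition above the campaign mean inhibition of all tested compounds plus 3 SD, cut at about 20% in these data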;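 note: 0% = DMSO wells given NPY plus isoproterenol and 100% = isoproterenol alone without NPY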
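System: HEK293 cells with Y1 receptor plus CNG channel / Probe or stimulus: NPY 25 nM then isoproterenol 1 µM plus Ro 20-1724 25 µM / Compound: one concentration, 3.6 µM, in 0.4% DMSO / Schedule: compound incubation 1 h at room temperature, readout 45 min post-stimulation / Measured by: membrane potential fluorescence / Read-out: % inhibition of NPY effect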
NPY1 pot ag: human NPY-Y1 potentiation or agonism, primary screen | 220,000 tested, 0.37% active | activation, % at 3.6 µM | NPY-Y1 expressing cells, potentiator/agonist activation; in the data active = activation above about 33%, passing the limit was not always enough;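 note: cells stimulated with NPY at EC10 then isoproterenol at EC100; 0% = low agonist plus stimulus and 100% = saturating agonist plus stimulus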
S1P4 agonist: activates the human S1P4 receptor | S1P4-expressing cell line, agonist reporter assay | activation, % at 4.98 µM | 220,000 tested, 0.35% active | AID 1509; in the data active = activation above about 11%;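 note: 0% = DMSO vehicle and 100% = reference agonist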
EP2 antag: inhibitors of human EP2 prostaglandin E2 receptor | P43116 | C6 glioma cells expressing human EP2, cAMP TR-FRET; cells stimulated with saturating PGE2 | inhibition, % at 25 µM | 260,000 tested, 0.52% active | AID 1422;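 active = percent inhibition above 40 after rounding to a whole number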;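 note: rat C6 glioma host cells with rolipram phosphodiesterase inhibitor present; the protocol text gives 20 µM as final concentration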
p97 inhibitor: blocks human p97 ATPase activity; P55072; recombinant p97 ATPase, Kinase-Glo ATP luminescence, 3 h; inhibition, % at 8 µM; 220,000 tested, 0.42% active; in the data active = inhibition above about 15%;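 note: 0% = DMSO vehicle and 100% = wells lacking enzyme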
NPY-Y2 PAM-ag: human NPY-Y2 potentiation or agonism, primary screen | P49146 | cells expressing NPY-Y2, potentiator/agonist read-out | activation, % at 3.6 µM | 220,000 tested, 0.45% active | AID 1359; in the data active = activation above about 27%;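 note: cells stimulated with NPY near EC25 plus isoproterenol at EC100; 0% = vehicle plus submaximal agonist and 100% = vehicle plus saturating agonist; some results beyond the cut were filed as inactive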
Target sequence (P49146 whole entry, looked up): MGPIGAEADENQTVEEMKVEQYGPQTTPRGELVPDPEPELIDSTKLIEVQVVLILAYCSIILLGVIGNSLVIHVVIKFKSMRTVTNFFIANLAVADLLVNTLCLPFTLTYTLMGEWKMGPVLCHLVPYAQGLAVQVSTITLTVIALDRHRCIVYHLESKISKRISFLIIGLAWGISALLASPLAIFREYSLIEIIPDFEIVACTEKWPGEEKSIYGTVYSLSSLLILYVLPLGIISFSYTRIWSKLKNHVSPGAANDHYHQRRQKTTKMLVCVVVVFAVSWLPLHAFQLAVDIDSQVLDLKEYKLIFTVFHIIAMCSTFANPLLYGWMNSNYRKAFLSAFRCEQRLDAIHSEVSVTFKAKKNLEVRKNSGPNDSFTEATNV
eIF4E-4G inh: inhibitors of eIF4E and eIF4G interaction in translation initiation; P63073+Q04637; TR-FRET eIF4E-eIF4GI(517-606) binding, 2 h; inhibition, % at 21.7 µM; 220,000 tested, 0.37% active;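 active = inhibition above about 30%, limit read from the data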;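 note: 0% = full FRET control wells and 100% = background wells lacking eIF4GI fragment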
* hit, by the source's call; nt = not tested or not shown; [ ] = dose if it differs, or a comment. Some of the compounds tested (hit frequency here may not be typical).

#1 COc1ccc(C(=O)CN2C(=O)C(C)(C)Oc3ccc(C(=O)N4CCCCCC4)cc32)cc1
#2 Cc1n[nH]c(=S)n1/N=C/c1ccccc1OCc1ccc(Cl)cc1Cl
#3 COc1cccc(C(=O)Nc2ccncc2)c1
#4 CC1CCN(C(=O)C2Cc3ccccc3CN2S(=O)(=O)c2ccc(F)cc2)CC1 (configuration not stated)
#5 CCOC(=O)c1csc(NC(=O)CSc2nnc(C3CC3)n2C)n1
#6 Cc1ccc(NC(=O)C2CCCN(S(=O)(=O)c3cnc[nH]3)C2)c(Br)c1 (configuration not stated)
#7 Clc1cccc(Cl)c1-c1nnc2ccc(N3CCOCC3)nn12
#8 CCOC(=O)CCc1c(C)nc(-n2[nH]c(C)c(CCO)c2=O)[nH]c1=O

compound no.	1	2	3	4	5	6	7	8
S1P4 antagonist	-24	3	-15	-13	0	-9	-17	-7
EP2 modulator	-3	1	-4	26	14	4	9	13
NPY-Y1 antag	8	-1	1	6	5	-1	5	6
NPY1 pot ag	-3	-16	-9	-5	-18	-9	8	15
S1P4 agonist	0.1	0.6	1.6	0.1	-3.1	2.5	0.6	1.1
EP2 antag	7	6	13	15	10	14	12	2
p97 inhibitor	3	5	-3	4	0	9	0	-7
NPY-Y2 PAM-ag	-18	-11	-2	10	-4	8	-6	-5
eIF4E-4G inh	-3	-1[fluorescence artefact?]	2	1	5[fluorescence artefact?]	2	2	-5

#9 NC(=O)Cn1cc(C(=O)c2cccs2)c2ccccc21
#10 NC(=O)CSc1nnc(-c2cccnc2)n1Cc1ccccc1
#11 O=C(NCc1cccnc1)C(=O)Nc1nc(-c2ccccc2)cs1
#12 CCOc1ccccc1OCCOc1ccccc1OC(C)C
#13 CC(C/C=N/NC(=O)COc1cc(Cl)ccc1Cl)c1ccccc1 (configuration not stated)
#14 Cc1ccc(S(=O)(=O)NCCN=C(CN2CCCC2)NS(=O)(=O)c2ccc(C)cc2)cc1
#15 O=C(NC(=S)Nc1nc(-c2ccc(Br)cc2)cs1)c1ccco1
#16 CN(CCC#N)C(=O)COC(=O)/C=C/c1ccc2c(c1)OCO2

compound no.	9	10	11	12	13	14	15	16
S1P4 antagonist	-14	-18	-11	-5	-21	-9	-4	-11
EP2 modulator	-8	-19	-5	-4	-4	6	-42	-17
NPY-Y1 antag	-2	4	nt	16	0	-6	1	-3
NPY1 pot ag	-9	11	14	-7	2	2	-3	11
S1P4 agonist	4.0	-0.1	-0.6	0.8	-0.3	-1.2	0.6	3.5
EP2 antag	14	6	11	6	10	22	5	6
p97 inhibitor	0	0	9	-6	-1	1	3	2
NPY-Y2 PAM-ag	-4	1	-8	-6	-1	-6	-4	-5
eIF4E-4G inh	-2	-1[fluorescence artefact?]	0	1	8	19	-4	-3

#17 COCCn1c(=O)sc2ccccc2c1=O
#18 Cc1cc(C)n(-c2ccc(C(=O)O)cc2)n1
#19 Fc1ccccc1Cn1c2[n+](c3ccc(C(F)(F)F)cc31)CCCCC2
#20 O=C(Nc1ccc(F)cc1)C(c1ccccc1)N1CCN(S(=O)(=O)c2c(F)cccc2F)CC1 (configuration not stated)
#21 COc1ccccc1-c1noc(CCCC(=O)Nc2ccc(C(N)=O)cc2)n1
#22 NS(=O)(=O)c1ccc(NS(=O)(=O)c2ccc(NC(=O)c3ccc(-c4ccccc4)cc3)cc2)cc1
#23 O=C(Cc1cccs1)N1CCN=C1SCc1ccccc1F
#24 Cc1ccc(C2C3=C(CC(C)(C)CC3=O)NC3=C2C(=O)CC(C)(C)C3)o1

compound no.	17	18	19	20	21	22	23	24
S1P4 antagonist	-18	-24	-5	-11	5	8	-9	0
EP2 modulator	4	25	27	0	-4	-11	4	4
NPY-Y1 antag	0	3	2	4	nt	1	-4	-12
NPY1 pot ag	-4	-6	-12	6	7	-13	1	-19
S1P4 agonist	27*	0.4	1.5	-0.8	0.5	0.7	0.2	1.8
EP2 antag	3	6	2	2	12	nt	1	5
p97 inhibitor	-2	9	-1	1	10	7	0	5
NPY-Y2 PAM-ag	-2	6	-5	5	-7	-9	-10	-14
eIF4E-4G inh	4	-3	5	20	2	1	2	-2

Some of the entries above, reformatted.
cpd | SMILES | S1P4 antagonist | EP2 modulator | NPY-Y1 antag | NPY1 pot ag | S1P4 agonist | EP2 antag | p97 inhibitor | NPY-Y2 PAM-ag | eIF4E-4G inh
17 | COCCn1c(=O)sc2ccccc2c1=O | -18 | 4 | 0 | -4 | 27* | 3 | -2 | -2 | 4
18 | Cc1cc(C)n(-c2ccc(C(=O)O)cc2)n1 | -24 | 25 | 3 | -6 | 0.4 | 6 | 9 | 6 | -3
19 | Fc1ccccc1Cn1c2[n+](c3ccc(C(F)(F)F)cc31)CCCCC2 | -5 | 27 | 2 | -12 | 1.5 | 2 | -1 | -5 | 5
20 | O=C(Nc1ccc(F)cc1)C(c1ccccc1)N1CCN(S(=O)(=O)c2c(F)cccc2F)CC1 (configuration not stated) | -11 | 0 | 4 | 6 | -0.8 | 2 | 1 | 5 | 20

Continuation:
#25 c1cncc(CNc2ncnc3sc4c(c23)CCC4)c1
#26 O=S(=O)(c1ccc(NC(=S)NN=C(Cc2ccccc2)Cc2ccccc2)cc1)N1CCOCC1
#27 COc1ccc([N+](=O)[O-])cc1NC1CCCCC1
#28 Cc1ccccc1CC1(CO)CCCN(C(=O)c2ccccc2N(C)C)C1 (configuration not stated)
#29 CC(C)CCN1CCN(Cc2cccn2-c2cccnc2)CC1CCO (configuration not stated)
#30 Cn1c(=O)cc(SCC(=O)NCCCN2CCOCC2)c2ccc(Cl)cc21
#31 COc1cccc(C2CC(c3ccc(Cl)cc3Cl)Nc3nc(N)nn32)c1 (configuration not stated)
#32 Cc1cc(C)c(C2C(C#N)=C(N)Oc3n[nH]c(C)c32)cc1CN1CCOCC1 (configuration not stated)

compound no.	25	26	27	28	29	30	31	32
S1P4 antagonist	1	4	-11	-12	-2	-1	13	7
EP2 modulator	4	19	54	-1	-18	45	-21	-30
NPY-Y1 antag	1	7	3	28*	5	-2	6	2
NPY1 pot ag	-14	0	-14	13	12	6	0	-34
S1P4 agonist	1.3	-0.1	-0.8	0.0	0.3	1.1	2.3	-1.5
EP2 antag	6	8	11	7	3	18	14	10
p97 inhibitor	1	-2	-1	-2	-5	8	-4	4
NPY-Y2 PAM-ag	11	-8	-5	-7	-18	-4	-8	-10
eIF4E-4G inh	2	-4	2	-3	-1	1	9[fluorescence artefact?]	0

#33 OCCN1CCN(C(=S)c2ccc(Cl)c(Cl)c2)CC1
#34 CCOCCCNS(=O)(=O)c1ccc(NC(=O)CN2C(=O)c3ccccc3C2=O)cc1
#35 CC1(C)CC(=O)C=C(NC2CCS(=O)(=O)C2)C1 (configuration not stated)
#36 O=C(O/N=C\c1ccc(N2CCOCC2)c([N+](=O)[O-])c1)c1ccccc1Cl
#37 COc1ccc(CCNC(=O)C2CC(c3c(Cl)cccc3Cl)=NO2)cc1 (configuration not stated)
#38 COc1ccc(OCC(=O)Nc2ccc3c(c2)nc(CCN2CCOCC2)n3C)cc1
#39 COc1ccc(CCNc2ncnc3c2oc2ccccc23)cc1OC
#40 Cc1c(/C=N/NC(=O)c2cccnc2)c2ccccn2c1C(=O)c1ccc(F)cc1

compound no.	33	34	35	36	37	38	39	40
S1P4 antagonist	8	-21	-11	4	-5	-4	-20	-23
EP2 modulator	-2	1	nt	-2	-32	-7	-43	-34
NPY-Y1 antag	1	6	-1	0	10	-1	-3	-1
NPY1 pot ag	-8	7	-12	30	-3	0	-20	-19
S1P4 agonist	1.3	0.5	0.0	1.0	0.0	-1.0	-1.9	0.8
EP2 antag	4	4	nt	nt	6	7	17	6
p97 inhibitor	0	-1	2	-4	-5	-2	2	-2
NPY-Y2 PAM-ag	2	-6	8	9	-3	9	-11	6
eIF4E-4G inh	-3[fluorescence artefact?]	-4	nt	-4	2	8[fluorescence artefact?]	0	3

#41 COCC1CCCN(Cc2nc(C(c3ccccc3)c3ccccc3)no2)C1 (configuration not stated)
#42 COC(=O)C(C)Oc1ccc(Oc2nc(Cl)ccc2Cl)cc1 (configuration not stated)
#43 Cn1cccc1C(=O)NC(=O)COC(=O)CC12CC3CC(CC(Br)(C3)C1)C2
#44 CC1=CC(C)(C)NC(=S)N1c1ccc(C)c(C)c1
#45 COc1ccc(C(=O)Oc2ccc(/C=N/NC(=O)c3ccccc3OC)cc2[N+](=O)[O-])cc1
#46 Cc1c(NC(=O)c2nn(C)c(=O)c3ccccc23)c(=O)n(-c2ccccc2)n1C
#47 CCOC(=O)c1nn(-c2cccc(C)c2)c2nc(-c3ccccc3)c(C#N)c(=O)n12
#48 CCOC(=O)Nc1sc2c(c1C(N)=O)CCC(C)C2 (configuration not stated)

compound no.	41	42	43	44	45	46	47	48
S1P4 antagonist	6	-1	-18	-19	-4	-7	-6	-27
EP2 modulator	39	40	4	14	4	nt	12	4
NPY-Y1 antag	-3	5	0	-8	2	-1	-2	-1
NPY1 pot ag	25	-7	-13	-2	3	-19	-9	9
S1P4 agonist	1.0	0.6	2.0	-0.2	-0.5	1.2	-3.1	2.3
EP2 antag	5	7	9	4	6	nt	16	11
p97 inhibitor	0	-3	1	-2	0	4	4	4
NPY-Y2 PAM-ag	-4	0	3	-8	-11	0	-8	-5
eIF4E-4G inh	1	-1	-4	-1	-4	nt	2	-2

#49 Cc1c(N=C(N)/N=C(\N)Nc2ccccc2)c(=O)n(-c2ccccc2)n1C
#50 N=c1c2c(-c3ccccc3)c(-c3ccccc3)n(Cc3ccco3)c2ncn1CCN1CCOCC1
#51 CCOc1cc(O)c(-c2[nH]ncc2-c2nc(C)cs2)cc1CC
#52 CCc1ccc(CSc2nccn2-c2ccccc2)cc1
#53 COc1ccc(C(=O)Nc2cc(C(F)(F)F)ccc2Cl)cc1OC
#54 CSc1ccc(NC(=O)Nc2cccn(Cc3ccccc3F)c2=O)cc1
#55 COCCN(C(=O)Cc1cccs1)C(C(=O)NC1CCCC1)c1ccc(OC)c(OC)c1 (configuration not stated)
#56 CCNc1nc(NCC)n2c(SCC(=O)Nc3ccc(F)cc3[N+](=O)[O-])nnc2n1

compound no.	49	50	51	52	53	54	55	56
S1P4 antagonist	-19	-1	-8	7	-4	-13	-3	-18
EP2 modulator	27	-13	-48	14	14	-6	16	17
NPY-Y1 antag	-2	42*	nt	3	7	-7	0	-4
NPY1 pot ag	-4	-11	16	-27	-17	33	-15	-6
S1P4 agonist	0.9	-0.1	2.0	-0.1	-0.7	1.5	-1.5	0.3
EP2 antag	2	3	6	12	10	7	4	11
p97 inhibitor	3	3	4	-6	-2	5	2	0
NPY-Y2 PAM-ag	9	16	13	-28	-16	18	-17	-2
eIF4E-4G inh	23	nt	2	-3	-1	-1	1	-1

Values by screen from the list.
p97 inhibitor, entries 50–55 → 3, 4, -6, -2, 5, 2

The results go on.
#57 O=S(=O)(Cc1cc(Sc2ccc(Cl)cc2)nc(-c2ccccc2)n1)c1ccccc1
#58 O=C(c1ccco1)N1CCN(C(=O)c2cc(-c3ccccn3)nc3ccc(Cl)cc23)CC1
#59 Cc1ccccc1Nc1c(-c2ccncc2)nc2ccc(Br)cn12
#60 On1c(-c2ccccc2Cl)nc2ccccc21

compound no.	57	58	59	60
S1P4 antagonist	-3	-20	-27	-11
EP2 modulator	50	7	9	16
NPY-Y1 antag	9	16	-1	2
NPY1 pot ag	-21	-28	31	-3
S1P4 agonist	1.3	-1.8	2.0	1.0
EP2 antag	7	11	7	5
p97 inhibitor	-5	2	0	-5
NPY-Y2 PAM-ag	-13	-14	47*	-16
eIF4E-4G inh	3	0	8	0
